Bioassay records deposited in PubChem by The Scripps Research Institute Molecular Screening Center.
MITF inh = inhibitors of human MITF; AlphaScreen MITF homodimerization, bead proximity signal; inhibition, % at 2.6 µM; O75030; 0.91% of 650,000 active; AID 1259374; in the data active = inhibition above about 50%;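 note: 0% = vehicle wells with protein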
Target sequence (O75030 whole entry, looked up): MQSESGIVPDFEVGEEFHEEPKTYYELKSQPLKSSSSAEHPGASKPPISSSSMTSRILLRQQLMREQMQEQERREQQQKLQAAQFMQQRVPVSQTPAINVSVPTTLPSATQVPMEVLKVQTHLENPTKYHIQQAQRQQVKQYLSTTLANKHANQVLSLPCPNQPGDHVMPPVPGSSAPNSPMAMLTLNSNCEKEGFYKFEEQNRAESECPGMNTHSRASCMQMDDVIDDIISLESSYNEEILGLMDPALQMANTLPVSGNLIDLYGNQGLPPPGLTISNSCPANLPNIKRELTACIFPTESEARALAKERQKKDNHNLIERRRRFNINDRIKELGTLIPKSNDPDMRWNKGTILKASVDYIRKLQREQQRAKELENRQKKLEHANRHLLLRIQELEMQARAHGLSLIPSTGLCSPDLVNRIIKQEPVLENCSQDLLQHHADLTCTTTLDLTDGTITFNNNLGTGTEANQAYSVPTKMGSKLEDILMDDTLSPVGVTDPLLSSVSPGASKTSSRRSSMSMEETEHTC
TEAD-YAP block = TEAD-YAP interaction inhibition; HEK-TIYL cells, TEAD-Gal4/YAP UAS-luciferase luminescence; inhibition, % at 9.12 µM; 1.4% of 640,000 active; AID 1259422; in the data active = inhibition above about 32%;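 note: 0% = median of test compound wells and 100% = reference inhibitor wells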
FBW7 activator = activators of human E3 ligase FBW7 | AID 1259310 | 0.13% of 650,000 active | normalized activity (activation), % at 26.1 µM | AlphaScreen FBW7–phospho-cyclin E peptide binding, activator screen; in the data active = normalized activity above about 1.9%;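 note: purified mutant Fbw7 with reduced substrate affinity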
GPR151 ag = activators of human GPR151; Q8TDV0; activation, % at 11.2 µM; PathHunter beta-arrestin GPR151 cells, luminescence; 1% of 650,000 active; in the data active = activation above about 4.9%;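 note: 0% = median of compound wells and 100% = cells with positive control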
Target sequence (Q8TDV0 whole entry, looked up): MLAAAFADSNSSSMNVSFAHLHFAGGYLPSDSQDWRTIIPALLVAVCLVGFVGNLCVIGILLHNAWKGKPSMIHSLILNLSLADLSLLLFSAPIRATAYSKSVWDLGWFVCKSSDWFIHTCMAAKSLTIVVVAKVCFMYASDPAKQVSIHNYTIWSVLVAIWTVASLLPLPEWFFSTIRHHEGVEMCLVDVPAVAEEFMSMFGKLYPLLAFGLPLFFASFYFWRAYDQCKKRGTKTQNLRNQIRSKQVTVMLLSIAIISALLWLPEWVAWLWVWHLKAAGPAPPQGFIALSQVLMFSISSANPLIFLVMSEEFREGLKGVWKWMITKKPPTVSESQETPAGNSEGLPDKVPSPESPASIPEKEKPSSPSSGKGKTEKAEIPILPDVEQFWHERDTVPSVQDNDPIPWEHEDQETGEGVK
An asterisk follows results filed as active; i = inactive; & = joins results of further samples.

nr	Molecule	MITF inh	TEAD-YAP block	FBW7 activator	GPR151 ag
1	Cc1cc(C(=O)N2CCC(C(=O)Nc3cccc(-c4ccco4)c3)CC2)nc(C)n1	11.9	10.6	0.0	-0.2
2	COc1ccc(F)c(CN2CCc3nnc(CCc4ccccc4)n3CC2)c1	3.4	15.8	0.2	-1.5
3	COc1ccc(C2CC(=O)C3=C(C2)Nc2ccccc2NC3c2c[nH]c3ccccc23)cc1 (stereo unspecified)	2.5	-46.1	-0.1	0.7
4	COc1ccc(-c2nc(P(=O)(OC)OC)c(NCc3cccnc3)o2)cc1	2.6	-8.3	0.0	-0.3
5	C=CCNC(=O)CN(c1cc(OC)ccc1OC)S(C)(=O)=O	0.7	-12.0	0.0	-1.2
6	CN(C)S(=O)(=O)Nc1ccc(N2CCC(NCc3cccs3)CC2)cc1	17.1	-2.0	0.0	-1.4
7	O=C(CC1(O)C(=O)Nc2ccccc21)c1ccc2ccccc2c1 (stereo unspecified)	7.5	-3.0	-0.2	-0.1
8	O=C(CCc1nc2cccnc2n1-c1ccccc1)Nc1ccc2c(c1)OCCO2	8.3	6.9	0.7	-0.7
9	O=S(=O)(Nc1ccc(OC(F)F)cc1)c1ccc(F)c(F)c1F	-4.3	3.2	-0.1	-1.9
10	O=C1CC(c2noc(-c3ccccn3)n2)CN1c1ccccc1 (stereo unspecified)	5.8	-10.4	0.8	0.2
11	CS(=O)(=O)N(CC(=O)NCCc1ccccc1)c1ccc(Cl)c(Cl)c1	-19.1	1.2	-0.1	1.4
12	O=C(CSc1ccccn1)C12CC3CC(CC(C3)C1)C2	4.1	-11.4	0.0	-1.5
13	Cc1cccc(C)c1NC(=O)CSC1=C(C#N)C(c2ccccc2C(F)(F)F)C2=C(CCCC2=O)N1 (stereo unspecified)	1.5	-8.2	-0.1	-0.9
14	Cc1ccc(OCC(=O)N/N=C/c2c(C)[nH]n(-c3ccccc3)c2=O)cc1	i	-1.1	0.1	-1.1
15	COP(=O)(OC)c1nc(-c2ccco2)oc1NCc1ccc2c(c1)OCO2	4.4	-4.1	0.1	-0.6
16	CC(=O)c1cc(C#N)c(SCc2c(F)cccc2Cl)nc1C	4.5	1.4	1.0	0.4
17	O=C(NCC(c1cccs1)N1CCc2ccccc2C1)c1ccccc1Cl (stereo unspecified)	9.7	3.1	0.2	-1.4
18	O=C(NCc1ccco1)c1cc(S(=O)(=O)N2CCCCC2)c[nH]1	16.2	2.2	0.7	-0.8
19	COc1cc2c(cc1OC)C1(O)C(=O)c3ccc(O)c(C(=O)O)c3OC1CO2 (stereo unspecified)	19.2	11.3	0.1	1.3
20	CCOc1ccc2nc(-c3ccccc3)c(-c3ccccc3)nc2c1[N+](=O)[O-]	-1.4	3.1	0.1	0.7
21	O=C(/C=C/c1ccc([N+](=O)[O-])cc1)NC(=S)NN1CCOCC1	16.5	5.4	0.0	-0.5
22	O=C(COc1cccc(Br)c1)Nc1cccnc1	-2.5	-12.0	-0.1	-1.0
23	CC(=O)N1CCc2c(sc(NC(=O)c3ccc(S(=O)(=O)N4CCCC(C)C4)cc3)c2C(N)=O)C1 (stereo unspecified)	2.4	19.4	-0.1	0.8
24	O=C(NCc1cccc(C(F)(F)F)c1)c1cnc(Nc2ccncc2)s1	12.7	-19.8	0.8	-0.3
25	CCNC(=O)C1CCCN1C(=O)C(CCCN=C(N)N)NC(=O)C(CC(C)C)NC(=O)C(C)NC(=O)OC(C)(C)C (stereo unspecified)	14.7	11.0	0.0	0.3

Overlap with the part before: seven compounds, then new ones.
nr	Molecule	MITF inh	TEAD-YAP block	FBW7 activator	GPR151 ag
19	COc1cc2c(cc1OC)C1(O)C(=O)c3ccc(O)c(C(=O)O)c3OC1CO2 (stereo unspecified)	19.2	11.3	0.1	1.3
20	CCOc1ccc2nc(-c3ccccc3)c(-c3ccccc3)nc2c1[N+](=O)[O-]	-1.4	3.1	0.1	0.7
21	O=C(/C=C/c1ccc([N+](=O)[O-])cc1)NC(=S)NN1CCOCC1	16.5	5.4	0.0	-0.5
22	O=C(COc1cccc(Br)c1)Nc1cccnc1	-2.5	-12.0	-0.1	-1.0
23	CC(=O)N1CCc2c(sc(NC(=O)c3ccc(S(=O)(=O)N4CCCC(C)C4)cc3)c2C(N)=O)C1 (stereo unspecified)	2.4	19.4	-0.1	0.8
24	O=C(NCc1cccc(C(F)(F)F)c1)c1cnc(Nc2ccncc2)s1	12.7	-19.8	0.8	-0.3
25	CCNC(=O)C1CCCN1C(=O)C(CCCN=C(N)N)NC(=O)C(CC(C)C)NC(=O)C(C)NC(=O)OC(C)(C)C (stereo unspecified)	14.7	11.0	0.0	0.3
26	CCc1ccc(NC2=C(Cl)C(=O)N(c3ccccc3)C2=O)cc1	1.5	-6.9	-0.1	0.4
27	Cc1ccc(C(=O)N(CCCN2C(=O)c3cccc4cccc(c34)C2=O)c2ccc(Oc3ccccc3)cc2)cc1	7.2	-2.7	0.0	1.1
28	O=C(CN1C(=O)CCC1=O)Nc1ccc(Cl)c([N+](=O)[O-])c1	13.7	3.3	0.0	-0.7
29	O=C1N=c2ccccc2=C1c1[nH]c(=S)[nH]c1O	3.3	-0.5	-0.2	-0.2
30	COc1ccccc1N(CC(O)Cn1ccnc1C)S(=O)(=O)c1ccccc1 (stereo unspecified)	2.4	-8.0	-0.1	0.6
31	CCCn1c(N(C)Cc2ccccc2)nc2c1c(=O)n(C)c(=O)n2C	-1.0	22.3	-0.1	0.5
32	NS(=O)(=O)c1ccc(CCNC(=O)CSc2nc3c(sc(=S)n3Cc3ccco3)c(=O)n2-c2ccccc2)cc1	10.2	-2.3	-0.1	-0.4
33	CC(C)Cn1c(C(C)NC(=O)c2ccco2)nc2ccccc21 (stereo unspecified)	11.7	-9.1	0.4	1.1
34	Nc1nn(S(=O)(=O)c2ccc(F)c(Cl)c2)cc1-c1ccccc1	-0.6	8.8	-0.2	0.1
35	COc1ccc(-c2noc(Nc3ccc(C(C)C)cc3)n2)cc1	14.7	-10.6	0.8	-0.5
36	O=C(Nc1c2c(nn1-c1ccc(Cl)cc1)CS(=O)(=O)C2)c1c(F)cccc1F	12.4	-6.2	0.7	0.3
37	O=C(OCc1cc(Cl)ccc1OC(F)F)c1cc(S(=O)(=O)O)ccc1O	-7.0	6.0	-0.2	0.6
38	Cc1cccc(N2CCN(S(=O)(=O)CCCNC(=O)CC(C)(C)C)CC2)c1	-2.2	17.4	-0.1	1.9
39	COc1ccc(CCNc2c(-c3ccccc3OC)nc3cnccn23)cc1OC	1.6	2.3	0.1	-0.1
40	COc1cc(NC(=O)CN2CCN(C(=O)c3ccco3)CC2)cc(OC)c1	-1.3	16.9	0.0	0.4
41	COC(=O)[C@@H](NC1CCN(c2ccc(NS(=O)(=O)N(C)C)cc2)CC1)c1ccccc1	-7.6	-12.2	0.3	0.1
42	CCCCc1ccc(C(=O)Nc2cc3ccccc3oc2=O)cc1	-1.4	54.7*	0.0	0.9
43	Cc1cc([N+](=O)[O-])ccc1N=c1c([N+](=O)[O-])nn(-c2ccc(Cl)cc2)n1O	14.6	4.1	0.1	1.2
44	Nc1ncnc2c1nc(Sc1ccc(Cl)cc1)n2C1OC2COP(=O)(O)O[C@@H]2[C@@H]1O (stereo partly specified)	0.7&9.8	-12.0&-14.0	0.0&0.1	1.6&-0.6
45	COc1cccc(NS(=O)(=O)c2ccccc2)c1	-11.1	0.5	-0.1	-0.2
46	O=C(COc1cc2oc(=O)cc(-c3ccccc3)c2cc1Cl)OCc1ccccc1	1.0	0.2	-0.1	-0.6
47	CCCNc1cc(C)nc2cc(-c3ccccc3OC)nn12	-6.0	-6.2	0.3	-0.8
48	Cc1ccccc1-n1cc(C(=O)O)c2ccccc2c1=O	-7.5	-6.7	-0.1	-1.2
49	CCc1ccc(-n2c(N)c(C(=O)Nc3ccccc3)sc2=S)cc1	8.5	-20.0	-0.1	-0.8
50	NCC(O)COc1ccc(Cl)cc1 (stereo unspecified)	-3.1	1.5	-0.2	1.1

nr	Molecule	MITF inh	TEAD-YAP block	FBW7 activator	GPR151 ag
51	O=C(O)c1ccc(N/N=C/c2ccccn2)cc1	8.3	-17.2	-0.3	-6.2
52	CC(NC(=O)c1ccccc1C(=O)O)c1ccccc1 (stereo unspecified)	8.7	-4.7	0.3	-0.4
53	CCOC(=O)c1sc2nc3c(c(-c4ccccc4Cl)c2c1N)CCCCC3	13.0	7.1	-0.3	-0.4
54	COc1ccccc1OCC(=O)NCC1CCC2(CCN(Cc3ccccc3F)CC2)O1 (stereo unspecified)	-0.2	-1.2	0.2	0.3
55	O=S(=O)(c1ccccc1)C1c2ccccc2Oc2ccc(Cl)cc21 (stereo unspecified)	7.7	7.7	-0.1	-0.8
56	O=C1c2cccnc2C(=O)N1c1ccc(-c2nc3cc(Cl)ccc3o2)cc1	-3.0	-21.0	-0.1	0.0
57	COc1cc([N+](=O)[O-])ccc1NC(=S)Nc1ccc(Cl)cn1	-4.2	2.1	0.0	-2.2
58	CC(C)n1c(-c2ccccc2)nc2c(NCCN3CCOCC3)ncnc21	-8.9	-6.5	0.0	-0.4
59	Cn1c(=O)c2nc3ccc(NC(=O)CCC(=O)O)cc3nc2n(C)c1=O	21.2	-1.2	-0.2	0.1
60	O=C(Nc1cccc(C(F)(F)F)c1)N(CC1CC1)C1CCN(Cc2ccncc2)CC1	1.9	-4.1	0.0	0.8
61	Cc1nc(SCC(=O)Nc2cc(C)on2)c2c(C)c(C(=O)O)sc2n1	-0.5	4.1	-0.1	-0.5
62	Cc1cccc(NC(=O)CN(C)S(=O)(=O)c2cnc[nH]2)c1C	-4.8	-9.6	-0.3	-0.5
63	Cc1ccc(C(=O)N(CCO)Cc2cc3cc4c(cc3[nH]c2=O)OCCO4)cc1	2.4	2.0	0.2	-0.4
64	Cc1ccc(C)c(N2CCN(C(=O)CCNc3c(N4CCCC4)c(=O)c3=O)CC2)c1	3.4	0.1	0.8	0.4
65	CC(CNCc1cc(NS(C)(=O)=O)cc(C(=O)Nc2ccccc2)c1)c1ccccc1 (stereo unspecified)	6.4	7.0	0.1	-0.5
66	C=CCN1C(=O)c2ccccc2Sc2ccc(C(=O)N3CCN(C)CC3)cc21	-1.2	7.6	0.2	3.0
67	COCCNC(=O)c1ccccc1NS(=O)(=O)c1cccc2cccnc12	15.1	7.8	0.0	-1.1
68	CC1(C)CC(CCC(=O)NC(=S)Nc2ccccc2)C(=O)O1 (stereo unspecified)	5.3	10.4	-0.1	-1.4
69	Cn1c(Nc2nc(NCCCN3CCCC3=O)c3ncn(-c4ccsc4)c3n2)nc2ccccc21	23.2	19.9	0.2	0.7
70	O=C1N(C2Cc3ccccc3C2)C[C@@H]2C[C@@H](c3ccc4c(c3)OCCO4)N3CCC[C@@]123	-8.4	-2.6	-0.2	-0.7
71	C=CCSc1nnc(NC(=O)CSc2nnnn2-c2ccccc2)s1	2.3	4.2	0.1	-0.4
72	O=S(=O)(c1ccc(S(=O)(=O)N2CCC(O)CC2)cc1)N1CCCC1	-14.4	3.0	-0.1	1.7
73	C=CCOc1ccc(CN2CCOCC2)cc1	4.1	5.3	0.0	0.1
74	CC1CCN(Cc2ccc(NS(=O)(=O)c3ccc(-n4cccn4)cc3)cc2)CC1	3.4	-6.9	0.2	-1.6
75	Cc1nn(C)cc1CN1CCC(CO)(Cc2ccccc2Cl)CC1	-1.5	5.0	-0.1	0.7

nr	Molecule	MITF inh	TEAD-YAP block	FBW7 activator	GPR151 ag
76	O=C1OC(C23CC4CC(CC(C4)C2)C3)=N/C1=C\c1ccccc1O	16.4	-10.9	0.2	1.0
77	CCOc1ccc(NC(=O)c2cn(-c3ccc(Cl)cc3)c(=O)c3ccccc23)cc1	6.5	11.5	0.3	-0.7
78	COc1ccc(-n2nc(C(=O)NCC(=O)Nc3cc(OC)c(OC)c(OC)c3)c3ccccc3c2=O)cc1	-4.2	31.8	0.1	-0.9
79	Cc1cccc(CN2CCN3C(=O)[C@H]([C@@H](C)O)NC(=O)[C@H]3C2)c1	14.8	-3.6	0.8	-0.2
80	O=C(Nc1ccc(I)cc1)c1ccc(O)cc1	-1.5	-41.6	1.1	2.9
81	Nc1c(C(=O)Nc2ccc(Cl)cc2)nnn1Cc1ccc(Br)cc1F	6.1	-5.5	0.0	-0.4
82	CC(C)OCCCNC(=O)c1ccc2nc(N3CCCCC3)sc2c1	21.8	-26.7	0.9	-0.7
83	CCn1c(C(=O)NCc2ccccn2)cc2sccc21	19.5	4.9	0.1	0.1
84	COc1cc(Nc2ccc(-n3cc(CC(=O)NCc4cccc(C(F)(F)F)c4)c4ccccc43)nn2)cc(OC)c1OC	-3.4	9.1	0.0	-2.4
85	O=C(Nc1ccccc1)Oc1cccc(Br)c1	7.5	-9.3	0.0	0.2
86	CC(C)c1ccc(NC(=O)CN2CCC(n3nnc4ccccc43)CC2)cc1	15.1	1.4	0.0	0.6
87	COCCNC(=O)c1ccc([N+](=O)[O-])cc1	-2.6	8.6	-0.1	1.1
88	COc1ccc(-c2nn(-c3ccccc3)cc2C=C2C(=O)NC(=O)NC2=O)cc1OC	0.1	-14.3	-0.1	-0.2
89	CC1CN(CC(=O)N2CCN(Cc3nccn3C)CC2)Cc2cc(Cl)ccc2O1 (stereo unspecified)	6.0	5.9	-0.1	-0.9
90	CC1CCC2C(=O)N(c3ccc(NCC(C)(C)CN(C)C)c([N+](=O)[O-])c3)C(=O)C2C1 (stereo unspecified)	-12.3	-3.1	-0.2	-0.1
91	CCOC(=O)c1sc(C)c2c1NC(c1ccc(SC)cc1)N(Cc1ccccc1)C2=O (stereo unspecified)	-11.2	5.3	0.0	1.5
92	Cn1ncc2c(Nc3ccc(Br)cc3F)ncnc21	1.0	-18.1	-0.2	-0.9
